# From PubChem BioAssay
# TRPV1 agonist: activates the human vanilloid receptor TRPV1; Q8NER1; TRPV1-expressing cells, Fluo-8 calcium influx, agonist mode; activation, % at 8.33 µM; 0.19% of 320,000 active; in the data active = activation above about 80%; inconclusive = between about 30% and that limit; also: 0% is about no effect
#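 Fluo-8 calcium influx in TRPV1-expressing cells, kinetic read (ex 480/em 520 nm). Compound added and read 3 min for agonist activity, followed by capsaicin at EC20 final and 2 min further read for enhancement.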
# Coupling enz: coupling enzyme interference in Giardia aldolase counter-screen; coupling enzyme system counterscreen, AmpLite Red fluorescence; activity change, negative = inhibition, % at 58.2 µM, hits read low; 0.67% of 290,000 active; AID 2472; in the data active = activity change below about -30%; also: % is scaled to controls: 0 for no effect and ±100 for the full control effect
#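 Final compound at 57.5 uM, incubated 10 min at RT with coupling enzyme reagent (glyceraldehyde-3-phosphate), then 20 min with substrate and AmpLite Red detection. Fluorescence read at 525/598 nm; tests interference with the coupling assay, not aldolase inhibition.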
# GALK inh: inhibitors of human galactokinase. P51570. Purified GALK, Kinase-Glo residual ATP luminescence. Potency, µM (highest dose often 57.5 µM), for the others: at the top dose activity change, negative = inhibition, most hits filed as inhibitors. 0.007% of 270,000 active. AID 1868; also: potency is read from the fitted curve at half-maximal effect; % is scaled to controls: 0 for no effect and ±100 for the full control effect
# Target sequence (P51570 whole entry, looked up): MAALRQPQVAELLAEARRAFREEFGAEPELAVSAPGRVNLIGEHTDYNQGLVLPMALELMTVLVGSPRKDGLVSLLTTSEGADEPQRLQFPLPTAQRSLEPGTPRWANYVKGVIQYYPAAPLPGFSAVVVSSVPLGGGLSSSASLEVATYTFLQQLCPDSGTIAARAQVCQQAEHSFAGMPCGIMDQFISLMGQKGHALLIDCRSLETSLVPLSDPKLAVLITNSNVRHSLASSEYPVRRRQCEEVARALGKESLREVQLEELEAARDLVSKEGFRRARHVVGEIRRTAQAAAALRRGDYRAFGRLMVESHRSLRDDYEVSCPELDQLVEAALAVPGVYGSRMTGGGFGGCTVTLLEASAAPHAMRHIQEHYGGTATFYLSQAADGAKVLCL
#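 ATP-depletion format; final 35 uM ATP, 100 uM D-galactose, 5 nM enzyme; pH 8.0 HEPES/Mg2+ buffer; 60 min RT; luminescence read 10 min after detection reagent.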
# a7 integrin act: activates integrin-mediated alleviation for muscular dystrophy; AID 624291; Potency, µM (top dose mostly 38.3 µM), inactives show at the top dose activation, actives largely listed as activators; alpha7betagal myoblasts, beta-gal FDG fluorescence, 48 h; 0.064% of 350,000 active;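 also: potency is read from the fitted curve at half-maximal effect; 100% = response of the positive control SU9516; nearly all actives have a fitted effect of over 60% in size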
#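 alpha7betagal+/- myoblasts (passage 13, 250/well) treated 48 h at 37C with compounds at 1:260 dilution of DMSO stock. Lysed, then beta-galactosidase activity read as FDG fluorescence (ex 480/em 540) after 30 min, with pre-read for autofluorescence.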
# MLL CXXC-DNA inh: MLL CXXC-DNA interaction inhibition. Q03164. Potency, µM (highest dose often 115 µM), for the others: at the highest dose activity change, negative = inhibition, hits mostly inhibitors. 0.037% of 290,000 active. MLL-CXXC / FITC-HOXA9 DNA fluorescence polarization. AID 2662; active = well fitted inhibition curve with a large enough effect in the polarisation, with a control signal flat, not every such curve was filed as active; inconclusive = small, poorly fitted or top-dose-only effect, or effect the other way, or a change in a side signal; inactive = no such curve, though single readings can be large or run the other way; the % refers to the polarisation; also: potency is read from the fitted curve at half-maximal effect
#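 Purified MLL-CXXC (added from a 7 uM solution) was preincubated 5 min at ambient with pinned compounds in 50 mM Tris-HCl pH 7.5, 50 mM NaCl, 1 mM DTT, 0.05% BSA. Fluorescein-labeled HOX-A9 DNA (50 nM solution) followed, 30 min, then polarization read.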
# S-ASM inh: inhibitors of human secretory acid sphingomyelinase | AID 504937 | Potency, µM (series often up to 57.5 µM), for the others: at the top dose activity change, negative = inhibition, most hits filed as inhibitors | P17405 | placental ASM, HMU-PC fluorogenic substrate, 60 min | 0.006% of 340,000 active; also: potency is read from the fitted curve at half-maximal effect
# Target sequence (P17405 47-631 limits assumed): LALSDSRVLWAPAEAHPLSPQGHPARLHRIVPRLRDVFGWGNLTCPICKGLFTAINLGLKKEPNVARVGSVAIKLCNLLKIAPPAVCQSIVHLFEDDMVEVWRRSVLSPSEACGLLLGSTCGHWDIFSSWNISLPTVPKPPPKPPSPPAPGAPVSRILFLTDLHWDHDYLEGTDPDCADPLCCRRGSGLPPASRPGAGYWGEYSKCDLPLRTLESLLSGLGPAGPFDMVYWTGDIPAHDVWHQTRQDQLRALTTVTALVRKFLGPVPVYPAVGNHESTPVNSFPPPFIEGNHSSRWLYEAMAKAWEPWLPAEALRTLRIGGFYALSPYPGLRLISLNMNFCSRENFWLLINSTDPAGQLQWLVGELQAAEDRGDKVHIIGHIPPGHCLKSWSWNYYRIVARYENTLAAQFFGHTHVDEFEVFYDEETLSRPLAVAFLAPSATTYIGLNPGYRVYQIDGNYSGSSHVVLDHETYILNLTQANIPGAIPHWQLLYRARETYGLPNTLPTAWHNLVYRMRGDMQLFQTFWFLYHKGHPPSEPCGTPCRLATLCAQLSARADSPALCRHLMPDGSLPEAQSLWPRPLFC
#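 Fluorescence read-out (Ex 386 nm, Em 447 nm) after stopping the reaction at pH 10. Enzyme: ASM from human placenta; substrate HMU-PC0, 9 uM final; 60 min, 37 °C. Compound preincubation 10 min, ambient temperature.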
# KCNH2 3.1 block: KCNH2 3.1 (human) potassium channel inhibition; AID 720553; activity change, % (tested at about 1.8 µM); 0.95% of 340,000 active; U2OS KCNH2 3.1, thallium flux FluxOr; hits give low values;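 active = maximum activity change below -70%; inconclusive = maximum activity change from -70% to -50%; inactive = maximum activity change above -50%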;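 also: thallium influx rate constant from kinetic fluorescence after stimulation buffer; % is scaled to controls: 0 for no effect and ±100 for the full control effect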
#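 Thallium flux read-out: FluxOr dye with Red40 quencher in HBSS/HEPES, 45 min at RT. Rate constants from kinetic reads were normalized to positive and negative DMSO controls. Cells: U2OS virally expressing the 3.1 isoform.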
# AT treatment: potential ataxia-telangiectasia treatment; […] A-T fibroblasts, KAP-1 phosphorylation AlphaLISA; neocarzinostatin DNA damage 30 min before lysis; Potency, µM (series often up to 57.5 µM), for the others: at the highest dose activation, usual class: activators; 0.19% of 320,000 active; also: potency is read from the fitted curve at half-maximal effect; % of control where 0% means no effect; nearly all actives have a fitted effect of over 45% in size
#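 ATM-like activity read as KAP-1 phosphorylation via AlphaLISA donor/acceptor antibody pairs after lysis and 6 hr at 25C. Cells were ATM-null patient fibroblasts ([…], hTERT), dosed 60 min, then exposed to the DSB inducer NCS for 30 min.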
# MBNL1 CUG block: inhibitors of human MBNL1 binding to CUG repeat RNA; Q9NR56; TR-FRET MBNL1-His/biotin-(CUG)12 binding, 665/545 ratio; Potency, µM (top dose mostly 57.5 µM), without a hit: top-dose activity change, negative = inhibition, most hits filed as inhibitors; 0.036% of 280,000 active; AID 2675; active = well fitted inhibition curve with a large enough effect in the signal ratio, with a control signal flat, not every such curve was filed as active; inconclusive = small, poorly fitted or top-dose-only effect, or effect the other way, or a change in a side signal; inactive = no such curve, though single readings can be large or run the other way; the % refers to the signal ratio; also: potency is read from the fitted curve at half-maximal effect; % is scaled to controls: 0 for no effect and ±100 for the full control effect
#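 His-tagged MBNL1 binding to biotinylated (CUG)12 RNA was measured by TR-FRET using terbium anti-His antibody (0.055 ng/ul final) and streptavidin-XL665 (5 nM final). Compounds were titrated 92 nM to 58 uM; 60 min at room temperature.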
# hERG WT inh: blocks the wildtype human KCNH2 potassium channel; Q12809; U2OS, BacMam KCNH2, thallium flux FluxOr; hits give low values; activity change, % at 1.84 µM; 0.37% of 340,000 active;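 active = maximum activity change below -70%; inconclusive = maximum activity change between -70% and -50%; inactive = maximum activity change above -50%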; also: % is scaled to controls: 0 for no effect and ±100 for the full control effect
#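 U2OS cells transduced with wild-type KCNH2 virus are loaded with FluxOr dye for 45 min, and thallium flux is measured in kinetic reads before and after stimulation buffer. Rate constants are normalized to DMSO controls.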
# Numbers without * were called inactive; i = inactive; ? = inconclusive; nt = no result given; [ ] = dose if it differs, or a comment. Unless noted, calls follow the shape of the dose curve; as a rule, active = well fitted curve in the direction sought with a large enough effect; inconclusive = small, poorly fitted or top-dose-only effect, or another doubt; inactive = no such curve, though single readings can be large; an effect the other way counts as inactive or inconclusive.
SMILES,TRPV1 agonist,Coupling enz,GALK inh,a7 integrin act,MLL CXXC-DNA inh,S-ASM inh,KCNH2 3.1 block,AT treatment,MBNL1 CUG block,hERG WT inh
CC(=O)c1ccc(NC(=O)C2CCN(S(=O)(=O)c3ccc4c(c3)N(C(C)=O)CCO4)CC2)cc1,2,0,-4%,51%,0%,-1%,4,0%,-5%,0
O=C(COC(=O)c1ccccc1C(=O)c1ccccc1)NCCc1ccc(Cl)cc1Cl,19,5,-1%,-11%,-1%,-5%,-46,0%,?,-2
C=C(C)C(=O)Nc1cccc(C2=NOC3(C2)C[C@H](C(N)=O)N(C(=O)C(c2ccccc2)c2ccccc2)C3)c1 (some centres not stated),1,-2,-2%,4%,6%,1%,20,-3%,-5%,-5
CCOC(=O)c1c(CCl)nc2ccccc2c1-c1ccccc1,19,-1,-2%,11%,-11%,-3%,1,-36%,24%,7
O=C(Nc1nncs1)c1cc(-c2ccco2)nc2ccccc12,nt,nt,nt,-1%,nt,82%[activator],0,2%,nt,-73*
Nc1cnn(C2CCCO2)c(=O)n1 (configuration not stated),-6,1,8%,12%,9%,3%,7,15%,-10%,-7
NC(=O)CC(NC(=O)Cc1cccc2ccccc12)c1ccc(NCCc2ccc(F)cc2)c([N+](=O)[O-])c1 (configuration not stated),0,1,4%,6%,-3%,-9%,-3,-5%,12%,5
O=C(Nc1nnc(C2CC2)s1)C1COc2ccccc2O1 (configuration not stated),0,-1,1%,40%,-7%,2%,-7,-2%,-21%,23
O=C(Nc1ccccc1)c1cccc(S(=O)(=O)NC2CCCC2)c1,3,nt,4%,-6%,13%,-2%,31,5%,-3%,-14
CC(OC(=O)c1ccc([N+](=O)[O-])o1)C(=O)Nc1nc(-c2ccc(F)c(F)c2)cs1 (configuration not stated),6,nt,nt,-34%,nt,-14%,20,-15%,nt,-26
CCOC(=O)c1ccccc1NC(=O)c1n[nH]c(=O)c2ccccc12,5,-3,0%,-1%,?,3%,-6,17%,15%,-4
Nc1c(C(=O)NC2CC2)c2nc3ccccc3nc2n1-c1ccc2c(c1)OCO2,26,-22,0%,5%,0%,447%[activator],-21,16%,14%,-4
CCc1c(C)sc(NC(=O)c2cc(-c3cc(OC)ccc3OC)on2)c1C#N,8,2,-3%,0%,-6%,34%,11,-3%,7%,3
CCn1cc(C(=O)NCc2ccccc2OC)c(=O)c2ccc(C)nc21,1,1,7%,7%,10%,-1%,-6,-1%,-5%,-6
O=C(NCCc1ccccc1)c1ccnc(/C=N/O)c1,4,1,-4%,?,-5%,4%,13,-1%,2%,11
Cc1cc(NC(=O)C(C)SCC(=O)Nc2ccc(Br)cc2Br)no1 (configuration not stated),0,nt,nt,1%,nt,nt,-4,2%,nt,4
Cn1c(=O)c([N+](=O)[O-])c(NCC(O)c2ccccc2)c2ccccc21 (configuration not stated),17,-1,-2%,-7%,0%,-4%,-16,2%,23%,12
S=c1[nH]nc(-c2ccco2)n1/N=C/c1ccc(Cl)c(Cl)c1,1,5,2%,19%,-4%,-2%,-10,-5%,-12%,14
CCN(C[C@H]1N[C@@](Cc2ccccc2)(C(=O)OC)[C@H]2C(=O)N(C)C(=O)[C@@H]12)C(=O)Nc1ccc(F)cc1,nt,nt,nt,-10%,nt,2%,0,-5%,nt,-1
CN(C)S(=O)(=O)c1cccc(NC(=O)COc2ccc(C(=O)c3ccccc3)cc2)c1,5,-2,8%,-17%,3%,-3%,-7,-2%,12%,7
Cc1ccc(Nc2nc(N)nc(CN3CCN(C)CC3)n2)cc1,-4,7,1%,-21%,1%,2%,-19,-4%,2%,32
COC(=O)Cn1c(=O)n(CCc2ccccc2)c(=O)c2c3c(sc21)CCCC3,?,2,-1%,-7%,-7%,-7%,-9,nt,-7%,-4
O=C(CNc1ccc(F)cc1)c1ccccc1,10,0,-2%,-10%,-2%,-1%,4,14%,2%,-11
COc1ccc(CN(C(=O)c2snc(C(N)=O)c2N)C(CC(C)C)C(=O)NC2CCCCC2)cc1 (configuration not stated),27,0,4%,-10%,-7%,290%[activator],-29,10%,17%,-15
COc1cc(/C=N/NC(=O)c2cc[n+]([O-])cc2)ccc1O,-1,0,0%,8%,8%,-2%,-6,-7%,?,-4
Cc1ccc(Cn2nnnc2CN2CCC(O)(c3ccccc3F)CC2)cc1,6,0,-4%,-21%,-8%,-5%,14,2%,3%,24
CN(C)C(=O)c1c2c(nc3ccccc13)CCCC2,4,2,1%,?,26%,-10%,-1,-1%,4%,-5
O=C(c1ccccc1NS(=O)(=O)c1ccc(Br)s1)N1CCCC1,2,2,0%,-2%,4%,-1%,1,-4%,-2%,-12
CCOC(=O)c1c(-c2ccccc2)csc1NC(=O)CSc1nncs1,14,0,-2%,-5%,2%,-3%,-1,9%,11%,-6
Nn1c(Cc2ccccc2F)nnc1SCC(=O)Nc1cccc(S(=O)(=O)NC2=NCCCCC2)c1,0,2,7%,14%,0%,1%,12,0%,-8%,16
CCOC(=O)c1cnc(SCc2ccc(C)cc2)nc1N,0,-1,-1%,0%,-1%,-8%,-20,0%,-4%,-5
CC1C(=O)N2CCCc3cc(NC(=O)C(=O)NCCc4ccccc4)cc1c32 (configuration not stated),1,nt,nt,27%,nt,-3%,10,4%,nt,0
Cc1ccc(NCc2nnc(SCC(=O)NCc3ccco3)n2CC2CCCO2)c(C)c1 (configuration not stated),2,6,0%,-18%,15%,1%,1,2%,-3%,-3
COc1ccc(Cl)cc1NC(=O)CN(C)CC(=O)NCc1ccc(F)cc1,nt,nt,nt,6%,nt,1%,-37,-6%,nt,-6
Cc1ccc(NC(=O)CN2c3cccc4cccc(c34)S2(=O)=O)cc1S(=O)(=O)N1CCOCC1,-1,-2,-4%,-15%,-3%,35%,-4,0%,24%,3
CN(c1cnn(-c2ccccc2)c(=O)c1Cl)n1cccc1,20,2,-2%,13%,1%,0%,7,-7%,9%,4
CC/C(=N\NC(=O)CNC(=O)/C=C/c1ccco1)c1ccccc1,-1,4,0%,-11%,1%,0%,-6,-3%,12%,-8
COc1cccc(-c2ccc(SCC(=O)c3ccccc3)nn2)c1,13,-5,-1%,5%,4%,-1%,-29,19%,5%,13
CC1CCN(C(CNS(=O)(=O)c2ccccc2)c2ccccc2)CC1 (configuration not stated),10,nt,nt,?,nt,6%,0,4%,nt,-21
OC1(c2cccc(C(F)(F)F)c2)CCNCC1,-6,4,-1%,-38%,3%,3%,-30,-4%,2%,3
O=C(O)CCC(=O)N1N=C(c2ccc(Br)cc2)CC1c1cccc(Br)c1 (configuration not stated),-1,-1,-1%,0%,-14%,-4%,1,10%,88%[activator],-23
O=C(CN1CCC(NC(=O)c2cccc(F)c2)CC1)Nc1ccc(Br)cc1,-3,1,-3%,-44%,-1%,1%,-26,-14%,1%,66
Cn1c(CSc2ncccn2)nnc1SCC(=O)N1CCCC1,-2,2,0%,9%,1%,-2%,2,-2%,-3%,-7
CCn1c(SC)nnc1C1CCCN(CC(=O)Nc2ccccc2N2CCOCC2)C1 (configuration not stated),2,2,0%,12%,1%,4%,-6,-1%,-1%,0
COc1ccc(N2CC(NC(=O)c3ccc4ccccc4c3)CC2=O)cc1OC (configuration not stated),?,nt,nt,-8%,nt,-1%,-11,17%,nt,-49
CC(C)CCNC(=O)C1CCN(S(=O)(=O)c2ccc3c(c2)CC(C)N3C(=O)C2CCC2)CC1 (configuration not stated),0,0,-3%,-10%,-1%,-2%,-2,-5%,15%,-1
Cc1ccc(C)c(N2CCN(S(=O)(=O)c3c(C)[nH]c(C)c3C(=O)N3CCCCC3)CC2)c1,12,-3,-4%,11%,-2%,-2%,-6,5%,-2%,7
Cc1ccc2c(CSc3nc4ccccc4c(=O)n3CCCO)cc(=O)oc2c1,nt,nt,nt,-36%,nt,-2%,-2,nt,nt,-4
CCSc1nc2c(c(=O)n1Cc1ccccc1)SC(C)C2 (configuration not stated),-13,0,0%,-17%,13%,-6%,5,-4%,0%,-3
O=C(CCc1ccccc1)Nc1ccc2c(c1)C(=O)OC2,12,4,1%,34%,19%,0%,2,-4%,-2%,-3
COc1ccc(N(CC(=O)NCc2ccccc2OC)S(=O)(=O)c2ccc(C)cc2)cc1Cl,11,nt,1%,-32%,-6%,2%,-5,7%,-1%,-12
Cc1cc(C)cc(OCC(=O)Nc2ccc3c(c2)OCO3)c1,?,-2,0%,7%,-7%,2%,0,-2%,5%,i

# The order is random (roughly 2% active in at least one column).
